Growth percent in the NCI-60 one-dose screen (48 h, 10 µM unless noted): 100 = growth as untreated, 0 = no growth, -100 = all killed.
LOX IMVI = LOX IMVI melanoma | hit rate 7.4% among 79,000 | AID 1794757
T-47D = T-47D breast cancer; hit rate 5% among 79,000; AID 1794792
MCF7 = MCF7 breast cancer | AID 1794796 | hit rate 6.3% among 82,000
BT-549 = BT-549 breast cancer. hit rate 4.4% among 78,000. AID 1794793
MDA-MB-231 = MDA-MB-231 breast cancer | hit rate 5% among 81,000
SK-MEL-28 = SK-MEL-28 melanoma | hit rate 4.1% among 81,000 | AID 1794761
MDA-MB-468 = MDA-MB-468 breast cancer. AID 2202374. hit rate 8.5% among 78,000
HS 578T = HS 578T breast cancer | hit rate 4.1% among 78,000
* = called active by the depositor; x = not tested or not shown. How the source made its calls: active means growth percent below 10; inactive means the rest.

Screens in order: BT-549	T-47D	HS 578T	MDA-MB-468	LOX IMVI	MCF7	MDA-MB-231	SK-MEL-28
> CCOC(=O)c1sc(NC(=O)c2ccc(Cl)cc2)nc1C
→ 97.9	89.0	103.1	94.1	98.6	100.9	96.0	x
> CC(=O)Nc1c(O)c2ccccc2c2ccccc12
→ 95.9	81.7	103.1	99.3	93.8	96.2	88.3	107.1
> O=P(O)(O)C(O)(Cc1cccnc1)P(=O)(O)O
→ 86.3	76.6	x	80.6	86.1	91.2	94.1	102.7
> COc1ccccc1-c1ccc2c3c(cccc13)C(=O)N(N1C(=O)c3cccc4cccc(c34)C1=O)C2=O
→ 106.4	104.8	96.3	105.9	x	91.5	97.4	113.7
> COc1cc(/C=C/C(=O)c2c(C)n([O-])c3ccc(Cl)cc3[n+]2=O)cc(OC)c1OC
→ 53.8	58.6	70.5	x	68.9	42.2	78.5	84.0
> CN1CC(c2ccc([N+](=O)[O-])cc2)C2(SC(=Nc3ccccc3)N(Nc3ccccc3)C2=O)C12C(=O)Nc1ccccc12 (stereo not drawn)
→ 66.7	34.9	80.8	33.5	48.1	28.9	54.4	69.1
> Cc1cc(C2(c3cc(C)c(O)c(Br)c3C)OS(=O)(=O)c3ccccc32)c(C)c(Br)c1O
→ 82.2	110.3	103.9	111.5	101.2	98.9	94.4	92.3
> O=C(CCl)NCCNc1nccc(Nc2ccc(S(=O)(=O)Nc3ccccn3)cc2)n1
→ -5.3*	9.1*	73.1	21.1	-64.1*	11.0	2.5*	38.0
> COc1ccc2nc([C@H]3C[C@H]3c3cc(OC)c4c(c3)OCO4)[nH]c2c1
→ 111.7	117.1	90.8	81.4	101.7	93.0	108.8	114.4
> CCCCCCCCCCCCCCCc1cc(O)ccc1S(=O)(=O)O
→ 107.2	94.4	100.5	106.8	99.5	95.7	103.6	98.5
> CC1=CC(c2cccs2)N2C=CSC2=N1 (stereo not drawn)
→ 101.8	103.3	106.6	99.7	98.2	96.8	107.3	109.9
> C#CCN1C(=O)/C(=c2\sc3n(c2=O)NC2C(N=3)N(CC)C(=O)N2CC)c2ccccc21 (stereo not drawn)
→ 83.4	x	56.6	10.8	60.3	42.2	69.9	57.3
> COc1ccc(NC(=O)COc2ccc(/C=N/Nc3nc4ccccc4s3)cc2)cc1
→ 115.5	98.8	85.5	105.8	88.3	89.6	58.6	96.7
> [2H]C([2H])([2H])Oc1cc(F)ccc1/C=C/C(=O)/C=C(O)/C=C/c1ccc(F)cc1OC([2H])([2H])[2H]
→ 96.6	89.7	119.1	97.5	102.1	91.3	102.6	100.8
> Cc1ccc(Cc2cnc(NC(=O)C3=NCCCCN3)s2)cc1
→ 95.8	93.5	107.4	102.3	96.0	86.0	93.3	102.8
> CCC(=O)Cc1cccnc1
→ 104.4	105.8	91.5	113.7	103.3	94.6	105.6	113.5
> O=C(CSc1nnc(-c2ccncc2)o1)N/N=C/c1ccc(Cl)cc1
→ 98.0	99.3	109.7	104.0	104.1	96.2	101.8	114.6
> CCOC(=O)Cc1csc(NC(=O)c2cccnc2)n1
→ 108.1	x	105.0	112.6	x	99.6	99.3	92.0
> Clc1ccc(-c2nnc(-c3nc4ccccc4nc3Cl)o2)c(Cl)c1
→ 103.5	101.0	105.4	113.3	x	98.1	102.5	111.1
> COc1ccc(C2=NN(C(=O)c3ccc(S(N)(=O)=O)cc3)C(c3cc(OC)c(OC)c(OC)c3)C2)cc1OC (stereo not drawn)
→ 123.1	101.4	92.3	90.1	96.4	77.9	101.7	96.5
> O=C1/C(=C\c2ccc3nccnc3c2)SC(=S)N1CCc1ccc(O)cc1
→ 96.5	50.4	94.3	x	79.4	41.9	88.7	103.0
> COc1ccc(C2=Nc3c(N)nc(N)nc3NC(c3cccc(Nc4ccnc5cc(C(F)(F)F)ccc45)c3)C2)cc1 (stereo not drawn)
→ 107.2	93.0	66.3	46.1	65.3	37.7	70.8	91.5
> COC(=O)CCCCC1=CCC2C(=O)C=C(O)C2C1 (stereo not drawn)
→ 98.7	98.9	108.2	100.1	97.5	94.9	105.8	100.1
> O=C(/C=C/c1ccccc1)N(C1CCCCC1)C1CCCCC1
→ 77.3	69.2	90.8	72.4	92.3	88.4	86.0	97.9
> O=C1CCC(N2C(=O)c3ccc(NS(=O)(=O)c4ccccc4OC(F)(F)F)cc3C2=O)C(=O)N1 (stereo not drawn)
→ 14.8	16.2	13.7	10.1	104.9	44.5	6.5*	66.8
> CCOC(=O)C1=C(C)NC(=O)NC1c1ccc(F)cc1 (stereo not drawn)
→ 127.4	103.6	119.2	80.6	99.2	99.3	91.7	100.1
> COc1ccc(/C=c2/c(=O)[nH]c3nc4sc(C)c(C)c4c(=O)n23)cc1
→ 85.1	92.7	99.6	83.1	91.1	93.6	97.3	101.7
> Cc1ccc(-c2nc(N3CCN(C(=O)Nc4ccccc4)CC3)c3ccccc3n2)cc1
→ 96.5	87.5	84.2	84.7	78.8	83.2	80.7	99.2
> Cc1n[nH]c(C)c1-c1c(C)n[nH]c1C
→ 3.0*	18.7	-8.5*	-0.8*	-64.3*	10.3	-14.5*	11.9
> CN1c2ccccc2C(=O)N(NC(=O)Nc2ccccc2)C1c1ccc([N+](=O)[O-])cc1 (stereo not drawn)
→ 32.9	105.5	108.2	103.8	95.3	95.5	109.0	107.1
> CCOC(=O)c1csc(-c2ccc(COC(=O)c3ccccc3)o2)n1
→ 116.1	101.9	110.6	115.5	109.6	92.9	106.9	101.3
> O=C(CSc1nnc(-c2c[nH]c3ccccc23)n1-c1ccccc1)Nc1ccc(C(=O)/C=C/c2ccc(Br)cc2)cc1
→ 87.4	57.9	82.2	71.1	81.6	25.3	87.8	94.0
> O=C1Nc2ccc(F)cc2/C1=N/N=C/c1cccc(F)c1
→ 91.7	75.5	92.7	83.0	90.0	33.9	93.1	101.9
> Cc1c2cnccc2c(C)c2c1c1cc(C(=O)O)ccc1n2C
→ -1.2*	-10.2*	8.9*	-7.9*	-27.1*	1.3*	3.1*	-27.4*
> N#CC1=C(c2cccs2)Nc2c(c(-c3ccccc3)nn2-c2ccccc2)C12C(=O)Nc1ccc(Br)cc12 (stereo not drawn)
→ -68.4*	1.8*	-7.2*	-31.9*	-11.3*	7.2*	-34.0*	-69.6*
> COc1ccc2c(c1)C(=Nc1cc(OC)c(OC)c(OC)c1)C(=O)N2
→ 99.0	98.7	x	x	81.6	104.6	103.1	90.2
> O=C(O)c1ccc(COc2ccc([N+](=O)[O-])cc2Cl)cc1
→ 95.2	102.5	108.4	107.9	97.2	93.5	100.7	103.6
> Cc1ccc2c(c1)c(=O)n(-c1ccccc1)c1nnc(C)n21
→ 90.2	97.3	105.9	87.3	102.8	105.3	83.0	110.4
> Cc1cccc(C)c1Nc1nnc(-c2cc(F)c(F)c(F)c2)o1
→ 107.0	71.2	95.2	100.0	x	14.6	85.5	117.2
> O=C1[C@H]2Cc3c([nH]c4ccccc34)[C@H](c3ccc(Cl)cc3)N2C(=O)CN1C1CCN(Cc2c(Cl)cccc2Cl)CC1
→ 91.6	62.5	75.6	57.5	15.3	19.1	72.5	98.8
> COc1cccc2ccc(CC(O)(c3ccccc3)c3ccccc3)nc12
→ 94.1	43.7	102.7	46.7	92.4	24.6	85.0	106.3
> N#Cc1nc(-c2ccccc2)oc1N1CCC(S(=O)(=O)N2CCCCC2)CC1
→ 115.4	92.1	103.6	98.9	91.4	98.9	99.9	103.6
> CCN1CCN(CCNc2nccc(-c3c(-c4cccc(OC)c4)nc4occn34)n2)S1(=O)=O
→ 111.2	76.3	114.1	100.4	76.6	86.1	87.7	47.3
> O=C1NC(=O)N(C2CCCCC2)CC1Br (stereo not drawn)
→ x	90.3	92.2	97.7	30.2	66.6	104.1	96.8
> N=c1c2ccccc2nc2n1CCCCC2
→ 117.0	111.1	95.4	102.6	106.1	99.4	110.3	102.6
> O=C(COc1ccc(NC(=O)Nc2ccccc2)cc1)N=Nc1c(O)[nH]c2ccc(Cl)cc12
→ x	105.0	104.4	113.1	60.0	86.9	103.9	105.6
> C#CCOc1cc(N(CC)CC)ccc1C(C(=O)NC(C)(C)C)N(C(=O)C1CCc2cc(F)ccc2O1)c1ccccc1F (stereo not drawn)
→ 40.3	30.2	68.7	25.5	-61.6*	16.6	53.4	63.9
> CC/C(=C(/c1ccc(Cl)cc1)c1ccc(OCCN2CCCCCC2)cc1)c1ccccc1
→ 114.0	68.5	89.7	78.3	68.5	76.3	83.0	95.7
> COc1ccc(/C=C2/C(=O)Nc3cc(Cl)c(-c4csc(N)n4)cc32)cc1
→ 33.4	23.5	45.7	0.9*	48.6	25.0	27.3	70.1
> COc1ccc2nc(Cl)c3sc4ccc(F)cc4c(=O)c3c2c1
→ x	86.3	82.3	80.0	92.9	63.4	79.0	109.7
> COc1ccc(CC2(c3ccccc3)NC(=O)NC2=O)cc1 (stereo not drawn)
→ 87.3	105.0	91.6	68.3	97.5	92.8	87.2	93.0
> Cc1ccc(CSc2nc(Cl)c(C#N)c(-c3ccc(F)cc3)n2)cc1
→ 56.4	31.3	86.7	80.3	85.8	72.9	96.5	93.9
> C#CCNC(=O)[C@]12CCC(C)(C)C[C@@H]1C1=CC[C@@H]3[C@@]4(C)Cc5c([nH]c6ccccc56)C(C)(C)[C@@H]4CC[C@@]3(C)[C@]1(C)CC2
→ 94.6	64.4	89.3	106.7	89.2	85.4	80.8	103.8
> Cc1cc(N)c(S(=O)(=O)O)c(N)c1
→ 57.8	89.7	x	x	94.0	104.7	102.8	103.9
> NCC(=O)NO
→ 100.6	91.5	104.9	101.5	104.6	86.1	109.0	105.6
> Cc1nn2c(/C=C3/C(=O)Nc4ccc(Cl)cc43)c(-c3ccccc3)nc2s1
→ 48.8	-1.6*	-6.4*	35.7	45.3	38.5	8.1*	29.2
> Cc1cncc(C(=O)O)c1
→ x	110.2	103.5	x	104.0	104.6	105.9	109.4
> O=c1nc2[nH]c3ccc(F)cc3c2n[nH]1
→ 118.1	106.7	86.1	125.0	93.4	103.2	94.1	111.3
> CCN(CC)CCCC(C)N=c1cc(Nc2cc(=NC(C)CCCN(CC)CC)c3cc(OC)ccc3o2)oc2ccc(OC)cc12 (stereo not drawn)
→ -69.4*	25.8	27.5	-76.8*	-77.7*	-26.8*	-51.7*	-94.6*
> COc1c(O[C@H]2O[C@@H](CO)[C@@H](O)C(O)C2O)cc2oc3cc(O)c(CC=C(C)C)c(O)c3c(=O)c2c1CC=C(C)C (stereo partly drawn)
→ 103.5	78.3	102.5	85.3	88.7	96.0	67.8	101.9

Gathered by group, the entries above with an NH in an aromatic ring (eight)
Screens in order: BT-549	T-47D	HS 578T	MDA-MB-468	LOX IMVI	MCF7	MDA-MB-231	SK-MEL-28
> COc1ccc2nc([C@H]3C[C@H]3c3cc(OC)c4c(c3)OCO4)[nH]c2c1
→ 111.7	117.1	90.8	81.4	101.7	93.0	108.8	114.4
> COc1ccc(/C=c2/c(=O)[nH]c3nc4sc(C)c(C)c4c(=O)n23)cc1
→ 85.1	92.7	99.6	83.1	91.1	93.6	97.3	101.7
> Cc1n[nH]c(C)c1-c1c(C)n[nH]c1C
→ 3.0*	18.7	-8.5*	-0.8*	-64.3*	10.3	-14.5*	11.9
> O=C(CSc1nnc(-c2c[nH]c3ccccc23)n1-c1ccccc1)Nc1ccc(C(=O)/C=C/c2ccc(Br)cc2)cc1
→ 87.4	57.9	82.2	71.1	81.6	25.3	87.8	94.0
> O=C1[C@H]2Cc3c([nH]c4ccccc34)[C@H](c3ccc(Cl)cc3)N2C(=O)CN1C1CCN(Cc2c(Cl)cccc2Cl)CC1
→ 91.6	62.5	75.6	57.5	15.3	19.1	72.5	98.8
> O=C(COc1ccc(NC(=O)Nc2ccccc2)cc1)N=Nc1c(O)[nH]c2ccc(Cl)cc12
→ x	105.0	104.4	113.1	60.0	86.9	103.9	105.6
> C#CCNC(=O)[C@]12CCC(C)(C)C[C@@H]1C1=CC[C@@H]3[C@@]4(C)Cc5c([nH]c6ccccc56)C(C)(C)[C@@H]4CC[C@@]3(C)[C@]1(C)CC2
→ 94.6	64.4	89.3	106.7	89.2	85.4	80.8	103.8
> O=c1nc2[nH]c3ccc(F)cc3c2n[nH]1
→ 118.1	106.7	86.1	125.0	93.4	103.2	94.1	111.3

Source: PubChem (NCI)
